TEAD-YAP inh: TEAD-YAP interaction inhibition; HEK-TIYL cells, TEAD-Gal4/YAP UAS-luciferase luminescence; inhibition, % at 9.12 µM; actives 1.4% (n = 640,000); AID 1259422; in the data active means inhibition above about 32%;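 further: 0% = median of test compound wells and 100% = reference inhibitor wells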
GPR151 activ: human GPR151 activation; Q8TDV0; activation, % at 11.2 µM; AID 1508602; actives 1% (n = 650,000); PathHunter beta-arrestin GPR151 cells, luminescence; in the data active means activation above about 4.9%;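 further: 0% = median of compound wells and 100% = cells with positive control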
FBW7 activator: activators of human E3 ligase FBW7; Q969H0; AlphaScreen FBW7–phospho-cyclin E peptide binding, activator screen; normalized activity (activation), % at 26.1 µM; actives 0.13% (n = 650,000); in the data active means normalized activity above about 1.9%;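 further: purified mutant Fbw7 with reduced substrate affinity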
Target sequence (Q969H0 whole entry, looked up): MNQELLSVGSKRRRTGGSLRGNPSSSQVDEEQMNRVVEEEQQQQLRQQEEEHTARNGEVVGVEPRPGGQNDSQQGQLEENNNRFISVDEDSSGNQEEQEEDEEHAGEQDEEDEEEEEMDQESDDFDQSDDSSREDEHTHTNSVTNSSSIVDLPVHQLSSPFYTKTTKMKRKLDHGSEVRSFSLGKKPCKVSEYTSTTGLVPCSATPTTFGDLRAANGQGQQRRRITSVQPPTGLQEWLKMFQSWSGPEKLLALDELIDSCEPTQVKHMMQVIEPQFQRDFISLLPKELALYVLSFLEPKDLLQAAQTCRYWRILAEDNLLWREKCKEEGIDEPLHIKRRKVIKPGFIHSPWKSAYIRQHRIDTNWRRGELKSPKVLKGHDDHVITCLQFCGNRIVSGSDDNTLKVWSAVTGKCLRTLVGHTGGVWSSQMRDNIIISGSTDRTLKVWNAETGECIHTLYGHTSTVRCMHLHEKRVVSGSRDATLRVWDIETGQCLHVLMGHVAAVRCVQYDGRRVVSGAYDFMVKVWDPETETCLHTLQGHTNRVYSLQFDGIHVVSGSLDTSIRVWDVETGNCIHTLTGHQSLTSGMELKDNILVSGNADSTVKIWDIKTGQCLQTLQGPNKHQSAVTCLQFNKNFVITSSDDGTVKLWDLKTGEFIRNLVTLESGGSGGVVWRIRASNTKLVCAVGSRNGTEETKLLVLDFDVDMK
MITF primary: human MITF inhibition, primary screen. AlphaScreen MITF homodimerization, bead proximity signal. actives 0.91% (n = 650,000). O75030. inhibition, % at 2.6 µM. AID 1259374; in the data active means inhibition above about 50%;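 further: 0% = vehicle wells with protein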
* hit, by the source's call.

SMILES,TEAD-YAP inh,GPR151 activ,FBW7 activator,MITF primary
N#C/C(=C/c1ccc(I)o1)c1ccc2c(c1)OCO2,-51,0.2,-0.3,1
COc1ccc(CC(=O)NCCS(=O)(=O)N2CCN(c3ncccn3)CC2)cc1,9,1.3,0.2,3
COc1ccc2[nH]cc(NC(=O)N3CCC(C(N)=O)CC3)c(=O)c2n1,-8,-0.2,0.4,-6
Cc1cc(C)n(-c2ccc(N3CCC(C(=O)Nc4ccc(F)cc4F)CC3)nn2)n1,1,-4.8,0.6,16
CCCCNC(=O)CCCCCn1c(=O)[nH]c2cc(OC)c(OC)cc2c1=O,2,-0.4,0.0,-9
CC12C=CC3(O1)C(C(=O)N(C1CCCCCC1)C3C(=O)NC1CCCCC1)C2C(=O)Nc1ccc(F)cc1 (configuration not stated),5,0.9,0.1,-6
CCC(Sc1nc2ccccc2s1)C(=O)Nc1cc(C)on1 (configuration not stated),8,0.4,0.1,2
CCc1ccc(CNC(=O)CSc2nc3[nH]ncc3c(=O)n2-c2ccccc2Cl)cc1,18,-1.1,-0.2,3
COc1ccc(CCNC(=O)CN2CCC(C(N)=O)CC2)cc1,-4,-1.2,-0.1,13
COc1cc2sc(=NC(=O)c3ccc(S(C)(=O)=O)cc3)n(C)c2cc1OC,0,0.0,-0.1,-5
CCCOC(=O)c1ccc(NC(=O)COc2cc(C)ccc2C(C)C)cc1,7,-0.1,0.0,-3
COCCNCCOCCOc1cc(C(C)C)ccc1C,3,1.6,0.1,39
Cc1cc(C(=O)Cn2cncn2)c(C)n1CCc1ccc(F)cc1,16,0.6,0.0,8
Cc1ccc(-c2ccc(CCC(=O)O)n2NC(=O)c2ccco2)cc1,6,-0.3,0.0,-2
COc1ccc(NC(=O)C/C(C)=N/NC(=O)c2cccnc2)c(OC)c1,-10,0.9,-0.3,-4
COc1ccc(CCNC(=O)CCCn2c(SCC(N)=O)nc3cc4c(cc3c2=O)OCO4)cc1OC,-3,-0.7,0.1,-2
COc1ccc(N2CCN(CC(O)COC3C4(C)CCC(C4)C3(C)C)CC2)cc1 (configuration not stated),-10,0.2,-0.2,15
COc1cccc(/C=C2\C(=O)NC(=O)N(c3ccccc3C)C2=O)c1OC,6,1.8,0.0,8
Cc1c(Cl)c([N+](=O)[O-])nn1CCCC(=O)Nc1cccc(O)c1,3,0.4,0.1,2
O=C(CN1C(=O)C2C3CC(C4OC34)C2C1=O)N1CCCCC1 (configuration not stated),1,-0.7,0.2,-2
Cn1nnnc1SCC(=O)Nc1ccc(OCc2ccccc2)cc1,18,-1.5,0.3,3
Cn1cnnc1-c1cccc(NC(=O)C(c2ccccc2)c2ccccc2)c1,0,1.8,-0.1,-3
COc1cc(NC(=O)c2sc3ncn(CC(=O)N4CCN(c5ccccn5)CC4)c(=O)c3c2C)cc(OC)c1OC,8,-0.8,0.1,6
CCOCCn1c(=NC(=O)C2CC2)sc2cc(OCC)ccc21,-27,-1.3,-0.1,-15
CC(C)(C)c1ccccc1NS(=O)(=O)c1ccc(Cl)s1,-5,4.0,-0.2,-4
O=C1C2C3C=CC(C3)C2C(=O)N1c1cccc2ccccc12 (configuration not stated),-4,-1.6,-0.1,-8
O=C(N[C@H]1C[C@H]2C(=O)N[C@@H](Cc3c[nH]c4ccccc34)C(=O)N2C1)c1cccs1,3,0.4,0.0,13
CCOC(=O)C1=C(C)N=c2s/c(=C\c3ccc(-c4cc([N+](=O)[O-])ccc4OC)o3)c(=O)n2C1c1ccc(C(C)C)cc1 (configuration not stated),-1,-0.7,-0.1,-1
COc1ccc(C(=O)n2nc(N)c3cc4ccc(C)cc4nc32)cc1[N+](=O)[O-],7,0.5,0.1,3
CCN1C(=O)CC(C(=O)Nc2ccc(Br)cc2)SC1=Nc1ccc(C)c(Cl)c1 (configuration not stated),-3,-0.3,-0.1,-3
Cn1nnc2c(=O)n(Cc3ccc(Cl)cc3)cnc21,-6,-0.3,1.0,4
O=C(NC1CC1)C1CCN(C2CCN(C(=O)CSc3ccccc3)CC2)CC1,1,-0.4,0.1,3
CCn1c(SC)nnc1C1CCN(C(=O)NC2CCCCC2)CC1,0,-0.5,0.1,4
CC1(c2ccccc2)NC(=O)N(CC(=O)NCCc2ccc(O)c(O)c2)C1=O (configuration not stated),-1,1.6,0.3,15
CC(C)c1cc(CN2CCCC(CNC(=O)c3ccc(F)cc3)C2)[nH]n1 (configuration not stated),0,1.8,-0.1,-5
O=[N+]([O-])c1ccc(CNc2ccc3c(c2)OCCO3)cc1,-4,-1.4,0.3,8
O=C(CSc1nc2ccccc2c(=O)n1CCCN1CCCCC1)N1CCCC1,-8,0.0,-0.1,-4
COC(=O)c1c(NC(=O)c2cccc(Cl)c2)sc2c1CCC2,-6,-0.1,0.1,13
COC(=O)COc1ccc(/C=N/NC(=O)CN(c2ccc(C)cc2)S(C)(=O)=O)cc1,-12,1.3,0.1,-11
CCOC(=O)C1CCN(C2=NS(=O)(=O)c3ccccc32)CC1,2,-1.5,0.0,-7
COc1ccc(CNc2cc(C)nc(Nc3ccc(N4CCOCC4)cc3)n2)cc1,37*,2.0,-0.3,8
O=C1COc2cc(S(=O)(=O)NCCc3ccc(Cl)cc3)ccc2N1,-4,0.5,-0.1,-5
O=C(COc1ccc(Cl)cc1Br)N/N=C/c1cccs1,-12,0.4,-0.1,-7
O=C1NC2(CCCCC2)C(=O)N1CCS(=O)(=O)Oc1ccc(Cl)cc1,-3,0.6,0.1,12
O=C(/C=C/c1ccccc1Cl)Nc1cccc2ccc(-n3ccnc3)nc12,-8,0.3,0.1,4
CCc1noc(N)c1C(=O)Nc1ccc(Cl)cc1,11,0.9,-0.2,-3
CCOC(=O)CSc1nc2c(sc(=S)n2-c2ccc(OCC)cc2)c(=O)[nH]1,7,-0.9,0.1,13
COCCCNCCOc1ccc(Cl)c(Cl)c1,-9,-1.0,-0.1,8
Cc1ccccc1CC1(CO)CCCN(C2CCSCC2)C1 (configuration not stated),-23,-1.0,0.2,-17
CCOc1cccc(CN2CCC(C(=O)N3CCC(C)CC3)CC2)c1O,14,0.2,-0.1,12
CCN(CCO)C(=O)c1cnn(-c2nccc(-c3cccc(OC)c3)n2)c1C1CC1,-2,-0.3,0.0,10
CCCC(CCC)=NNC(=O)c1ccc(Br)cc1,-24,0.1,0.7,8
CCOC(=O)C1(C(F)(F)F)N=C(c2ccc(OC)cc2)OC(N(C)C)=N1 (configuration not stated),-1,-0.3,-0.3,1
Cc1ccc(C(=O)NC(C)c2ccc3c(c2)OCCO3)cc1 (configuration not stated),-7,3.5,0.0,0
COc1ccc(N2CCN(c3ccc(Cl)nn3)CC2)cc1,-21,0.7,-0.1,5
CC(C)C(NC(=O)c1ccc(C23CC4CC(CC(C4)C2)C3)cc1)C(=O)O (configuration not stated),-33,2.1,0.0,1
O=[N+]([O-])c1cc(N(S(=O)(=O)c2ccccc2)S(=O)(=O)c2ccccc2)ccc1F,5,0.0,-0.1,9
CCOc1ccc(/C=C2\SC(=S)N(CC(=O)Nc3ccc(O)cc3)C2=O)cc1,0,5.7*,0.0,2
C=CCn1c2ccccc2n2cc(-c3ccc(Cl)cc3)nc12,3,-0.1,0.0,-8
CCCCc1cc(=O)oc2cc(OCC(=O)N(CC)CC)ccc12,0,1.5,-0.2,-3

Another view of part of the listing above.
CC1(c2ccccc2)NC(=O)N(CC(=O)NCCc2ccc(O)c(O)c2)C1=O (configuration not stated)
  TEAD-YAP inh: -1
  GPR151 activ: 1.6
  FBW7 activator: 0.3
  MITF primary: 15

O=C1NC2(CCCCC2)C(=O)N1CCS(=O)(=O)Oc1ccc(Cl)cc1
  TEAD-YAP inh: -3
  GPR151 activ: 0.6
  FBW7 activator: 0.1
  MITF primary: 12

Cc1c(Cl)c([N+](=O)[O-])nn1CCCC(=O)Nc1cccc(O)c1
  TEAD-YAP inh: 3
  GPR151 activ: 0.4
  FBW7 activator: 0.1
  MITF primary: 2

COc1cc2sc(=NC(=O)c3ccc(S(C)(=O)=O)cc3)n(C)c2cc1OC
  TEAD-YAP inh: 0
  GPR151 activ: 0.0
  FBW7 activator: -0.1
  MITF primary: -5

Other compounds:
SMILES,TEAD-YAP inh,GPR151 activ,FBW7 activator,MITF primary
O=[N+]([O-])c1ccc(-n2nnnc2-c2ccccc2)c([N+](=O)[O-])c1,24,1.4,-0.1,-2
O=C(NCCN1CCOCC1)c1ccc2c(c1)N(Cc1cccc(Cl)c1)C(=O)CS2,8,-0.5,0.0,2
Cc1ccccc1Nc1nc(-c2c(C)nc3ncccn23)cs1,8,-1.1,0.0,2
CN1CCN(c2ccnc3c(-c4ccsc4)cnn23)CC1,-49,0.5,-0.2,2
Cc1cc(C)c2oc(-c3ccc(NC(=O)c4ccc(-c5ccccc5[N+](=O)[O-])o4)cc3O)nc2c1,1,0.8,0.1,-1
COc1ccc(CNC(=O)c2cnn3c(C)c(Cc4ccc(F)cc4)c(C)nc23)cc1,6,0.0,-0.1,-11
CCOC(=O)C(NC(=O)Nc1ccccc1OC)(c1ccccc1)C(F)(F)F (configuration not stated),6,-1.8,-0.1,6
COCC(=O)N/N=C(\C)CC(=O)Nc1cccc(C(F)(F)F)c1,12,0.5,-0.1,4
Cc1ccc(N=C2NC(=O)/C(=C/c3ccc(OCC(N)=O)cc3)S2)cc1Cl,7,-1.3,0.0,3
O=C(NCC1(CO)CC1)c1nc2ccccc2s1,7,1.1,0.0,6
COCCNC(=S)N/N=C/c1c(C)[nH]c2ccccc12,-2,-1.1,0.1,18
CN1C(=O)N(C)C(NC(=O)NC(C)(C)C)C1NC(=O)NC(C)(C)C (configuration not stated),7,-0.9,-0.2,1

Reprinted at random: three compounds from above
SMILES,TEAD-YAP inh,GPR151 activ,FBW7 activator,MITF primary
COCC(=O)N/N=C(\C)CC(=O)Nc1cccc(C(F)(F)F)c1,12,0.5,-0.1,4
Cc1ccccc1Nc1nc(-c2c(C)nc3ncccn23)cs1,8,-1.1,0.0,2
O=C(NCC1(CO)CC1)c1nc2ccccc2s1,7,1.1,0.0,6

(cont.)
SMILES,TEAD-YAP inh,GPR151 activ,FBW7 activator,MITF primary
O=C(Nc1cccc(-c2ccc3nnc(-c4cccnc4)n3n2)c1)c1cccc(Cl)c1,17,0.2,-0.1,4
CC(=O)Nc1ccc(NC(=S)NC(=O)c2ccc(C)c([N+](=O)[O-])c2)cc1,15,-0.8,0.4,7
COc1ccc(-c2nc(C#N)c(Nc3ccc4c(c3)OCO4)o2)cc1,-6,-0.6,0.0,11
O=C(c1ccccc1[N+](=O)[O-])N1CCOCC1,6,0.2,0.0,-2
CCOc1ccc(/C=C2/SC(NC(C)=O)=NC2=O)cc1,-23,-0.9,0.0,16
CC(O)CNc1nc2c(c(=O)n(C)c(=O)n2C)n1Cc1ccc(Br)cc1 (configuration not stated),9,0.9,-0.1,-2
CC1(C)CC(=O)C(N=Nc2ccc(SC(F)F)cc2)=C(O)C1,-61,-0.2,-0.2,18
O=C(CCCCCn1c(=S)[nH]c2cc3c(cc2c1=O)OCO3)NCCc1ccccc1,-5,-0.5,-0.1,3
CCOC(=O)C1C(=O)CC(C)(O)C(C(=O)OCC)C1c1ccc(C(C)(C)C)cc1 (configuration not stated),12,-0.5,-0.1,2
C=CCOC(=O)C1=C(C)Nc2[nH]c(=O)[nH]c(=O)c2C1c1cccs1 (configuration not stated),-3,0.2,0.0,8
O=C(C1CCCC1)N1CCC(CO)(Cc2ccccc2Cl)CC1,4,-0.8,-0.2,-8
O=c1cc(CCCO)c2cc3c4c(c2o1)CCCN4CCC3,9,-0.8,0.0,21
Cc1ccc(N2CCN(CC(O)COc3ccccc3)CC2)cc1 (configuration not stated),0,0.4,-0.2,4
O=C(CN1C(=O)NC2(CCCc3ccccc32)C1=O)Nc1ccc(Br)cc1 (configuration not stated),7,1.3,0.0,3
COc1ccc(CN(CC(=O)NC2CCCC2)C(=O)c2onc(C(N)=O)c2N)cc1,3,1.1,0.0,11
COc1ccc(C2C(C#N)=C(N)Oc3n[nH]c(-c4ccccc4)c32)cc1 (configuration not stated),-2,-0.9,0.2,10
CCc1ccc(OCc2nnc(NC(=O)Nc3cccc(OC)c3)s2)cc1,8,-0.6,0.1,-16
CCOC(=O)C(=O)Nc1ccccc1C(=O)OC,0,0.6,0.3,6
CC(=O)OCCNC(=O)/C(=C\c1cccc(Br)c1)NC(=O)c1ccco1,8,1.5,0.1,16
O=C(CN1CCCCC1)Nc1ccc([N+](=O)[O-])cc1[N+](=O)[O-],-3,1.3,-0.1,2
CCOC(=O)NN1CC(O)=C(c2nc(-c3ccc(Br)cc3)cs2)C1=N,-2,2.9,0.1,3
Cc1ccc(O)c(N=CC2=C(O)CC(C)(C)CC2=O)c1,8,0.2,0.0,-6
O=C1CSC(=O)N1Cc1ccc(-c2ccc(Cl)cc2)o1,-19,-0.2,-0.2,-10
O=c1nc2n(c3ccccc13)CC/C2=C\O,3,-0.6,0.0,8
O=C1CC2c3ccccc3C1C1C(=O)N(Cc3cccnc3)C(=O)C21 (configuration not stated),-14,-1.4,-0.2,-9
O=C(CSc1nc2ccccc2c(=O)[nH]1)Nc1cccc(I)c1,5,-1.3,0.5,13
CCOc1ccc(-n2c(COc3ccc(OC)cc3)nnc2SCC(N)=O)cc1,0,-0.2,0.0,-1

Not a hit list (roughly 3.5% active in at least one column).
